# CAL PDZ FP-1: blocks peptide binding to the human CAL PDZ domain. AID 602252. Q9HD26. hit rate 0.92% among 300,000. purified CAL PDZ, TMR-peptide fluorescence polarization, 1 h. inhibition, % at 24.9 µM;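 active = mean inhibition of at least 30% with at least half of replicates also reaching 30%; inconclusive = no clear call, values can overlap the other calls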;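 note: 0% = DMSO neutral control and 100% = excess unlabeled competitor peptide PRC23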
# MITF act: increases MITF-driven TRPM1 promoter luciferase signal; SK-MEL-5 TRPM1-promoter luciferase, 24 h; % of positive control, neutral wells = 0; activation, % at 12.5 µM; hit rate 0.75% among 300,000;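 active = mean activation of at least 80% with every replicate also reaching 80%; inconclusive = mean reaches 80% but some replicate falls short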;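 note: 0% = neutral control wells and 100% = parthenolide positive control wells; values of inactives mirror those of a sister screen read the other way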
# dFosB activator: enhances mouse delta FosB homodimer DNA binding; P13346; purified delta FosB, TAMRA-CDK5 oligo fluorescence polarization; percent of positive-control signal above neutral wells; activation, % at 25 µM; hit rate 0.99% among 340,000; AID 493131;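 active = mean activation above about 17%, with every replicate also reaching it, limit read from the data, passing the limit was not always enough; inconclusive = only one of the two conditions met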;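 note: fluorescence polarization rise as delta FosB binds a TAMRA Cdk5 AP-1 oligo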
# PfHsp90 set2: growth inhibition of yeast expressing Plasmodium Hsp90; S. cerevisiae expressing PfHsp90, BacTiter-Glo ATP, 48 h; yeast lacking PDR1 and PDR3 efflux regulators; inhibition, % at 9.4 µM; hit rate 0.32% among 310,000; AID 504621;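 active = every replicate shows inhibition above about 80%, whatever the replicate mean, limit read from the data; inconclusive = mean inhibition reaches the set limit but some replicate falls short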;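 note: 0% = DMSO neutral controls and 100% = 20 µM radicicol positive controls; yeast relying on Plasmodium falciparum Hsp90 in place of its own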
# SR-BI uptake up: enhances SR-BI lipid uptake from DiI-HDL | CHO ldlA[mSR-BI] cells, DiI-HDL uptake fluorescence, 3 h; 100 = double the neutral-control signal | activation, % at 12.5 µM | hit rate 0.096% among 320,000 | AID 504775;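 active = mean replicate activation of at least 60% and every replicate at or above 60%; inconclusive = mean or all-replicate condition met, but not both; inactive = mean below 60% and not all replicates reaching 60%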;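 note: 0% = median plate neutral-control signal and 100% = twice that signal; values of inactives mirror those of a sister screen read the other way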
#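 material = CHO ldlA[mSR-BI] cells | medium = Ham's F12 with 0.5% BSA, HEPES 25 mM, pH 7.4 | reagent = fluorescent DiI-HDL, 10 µg/mL final | compound dosing = single-point compound dose | incubation = 3 h, 37 °C | measured by = bottom-read fluorescence, 550/595 nm | measure = HDL uptake via cellular fluorescence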
# NSD2 HMT inh: NSD2 (human) methyltransferase inhibition. O96028. NSD2 peptide methylation, AlphaScreen, 120 min. inhibition, % at 12.5 µM. hit rate 0.54% among 310,000; in the data active = inhibition above about 50%
# Target sequence (O96028 whole entry, looked up): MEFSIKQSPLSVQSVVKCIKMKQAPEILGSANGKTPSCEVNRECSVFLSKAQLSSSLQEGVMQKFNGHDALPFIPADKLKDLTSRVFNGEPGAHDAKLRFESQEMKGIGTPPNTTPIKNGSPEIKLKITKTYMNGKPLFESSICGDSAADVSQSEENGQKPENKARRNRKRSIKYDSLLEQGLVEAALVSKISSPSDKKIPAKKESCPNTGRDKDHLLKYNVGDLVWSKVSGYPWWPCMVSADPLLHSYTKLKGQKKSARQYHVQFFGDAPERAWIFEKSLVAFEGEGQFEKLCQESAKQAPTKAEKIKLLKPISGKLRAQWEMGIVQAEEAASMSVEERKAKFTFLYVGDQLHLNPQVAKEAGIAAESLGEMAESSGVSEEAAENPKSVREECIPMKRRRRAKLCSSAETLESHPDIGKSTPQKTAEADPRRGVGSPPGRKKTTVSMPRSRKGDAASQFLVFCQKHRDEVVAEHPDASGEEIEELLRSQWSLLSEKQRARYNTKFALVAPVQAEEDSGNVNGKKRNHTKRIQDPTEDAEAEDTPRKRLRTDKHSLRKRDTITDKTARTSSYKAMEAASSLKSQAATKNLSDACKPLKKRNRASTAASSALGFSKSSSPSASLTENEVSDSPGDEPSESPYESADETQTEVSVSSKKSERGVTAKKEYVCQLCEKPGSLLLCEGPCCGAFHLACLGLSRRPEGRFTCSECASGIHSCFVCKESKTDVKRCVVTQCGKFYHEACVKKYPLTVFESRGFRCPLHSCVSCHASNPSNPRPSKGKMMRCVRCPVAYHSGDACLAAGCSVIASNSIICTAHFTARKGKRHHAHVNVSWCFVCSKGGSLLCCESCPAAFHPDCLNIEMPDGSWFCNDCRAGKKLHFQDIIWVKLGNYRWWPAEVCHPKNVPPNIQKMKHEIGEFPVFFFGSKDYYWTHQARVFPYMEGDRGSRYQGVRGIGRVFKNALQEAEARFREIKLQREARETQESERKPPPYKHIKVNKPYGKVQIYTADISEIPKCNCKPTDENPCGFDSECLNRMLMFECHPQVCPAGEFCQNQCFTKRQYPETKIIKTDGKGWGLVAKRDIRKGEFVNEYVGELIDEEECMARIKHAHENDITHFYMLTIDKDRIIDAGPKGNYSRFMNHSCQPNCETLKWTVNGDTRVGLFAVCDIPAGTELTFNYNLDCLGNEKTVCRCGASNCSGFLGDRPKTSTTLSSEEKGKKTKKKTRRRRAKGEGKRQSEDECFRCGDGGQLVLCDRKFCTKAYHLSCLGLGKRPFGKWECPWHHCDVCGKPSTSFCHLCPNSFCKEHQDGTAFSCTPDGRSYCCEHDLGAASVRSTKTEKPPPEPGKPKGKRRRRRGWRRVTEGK
# Rtt109 HAT inh: inhibitors of Candida albicans Rtt109/Vps75 histone acetyltransferase; hit rate 0.16% among 330,000; purified Rtt109/Vps75, ThioGlo CoA-SH fluorescence, 4 h; Q5AAJ8; inhibition, % at 34.9 µM;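 active = inhibition of at least 50% in every replicate; inconclusive = best replicate reaches 50% inhibition but some replicates fall short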
# PvdQ inh: blocks Pseudomonas aeruginosa PvdQ acylase activity | hit rate 0.063% among 340,000 | purified PvdQ acylase, fluorescence plate reader | AID 488965 | inhibition, % at 10 µM; in the data active = inhibition above about 30%, passing the limit was not always enough; inconclusive = no clear call, values can overlap the other calls;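 note: 0% = vehicle neutral wells and 100% = reference inhibitor wells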
# SR-BI DiI inh: inhibitors of mouse SR-BI mediated HDL lipid uptake | Q61009 | AID 488896 | inhibition, % at 12.5 µM | ldlA[mSR-BI] CHO cells, DiI-HDL uptake fluorescence, 3 h | hit rate 0.96% among 320,000;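 active = mean replicate inhibition of at least 70% and a set share of replicates each scoring 70 or more; inconclusive = meets just one of the two criteria; inactive = fails both criteria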;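 note: 0% = median of neutral control wells and 100% = median of positive control wells; values of inactives mirror those of a sister screen read the other way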
# CAL PDZ FP-2: blocks peptide binding to human CAL PDZ domain. Q9HD26. purified CAL PDZ, TMR-peptide fluorescence polarization, 1 h. inhibition, % at 20 µM. hit rate 0.02% among 330,000. AID 504414;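 active = highest replicate inhibition of at least 40%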;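 note: plate controls were DMSO neutral control wells for no effect and unlabeled competitor peptide control wells for full effect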
#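 material = purified tagged CAL PDZ domain construct (CerCALP) | compound dosing = 20 µM, one dose | times = 1 h at RT | measured by = fluorescence polarization from S- and P-plane intensities, G-factor corrected | read-out = inhibition from polarization loss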
# * = called active by the depositor; ? = inconclusive; · = no result given.
cpd	SMILES	PfHsp90 set2	SR-BI uptake up	Rtt109 HAT inh	MITF act	CAL PDZ FP-1	NSD2 HMT inh	dFosB activator	SR-BI DiI inh	CAL PDZ FP-2	PvdQ inh
1	Cc1cc(NC(=O)CSCC(=O)Nc2ccccc2Oc2ccccc2)no1	5	-1	20	-9	-2	-1	-1	1	-2.7	2
2	CSc1cccc(NC(=S)NC(=O)c2cccnc2)c1	-45	-18	-1	-7	-1	0	-17	18	-5.3	-11
3	CCOCCn1c(=O)c2c(nc3n2CC(C)CN3CCc2ccccc2)n(C)c1=O (configuration not stated)	-7	-4	0	20	-3	1	-5	4	-1.7	-7
4	CCOC(=O)N1CCN(C(=O)C2CCCN(c3ncnc4c3sc3cccc(F)c34)C2)CC1 (configuration not stated)	1	·	-17	-28	-7	1	-17	·	1.5	-15
5	CC(=O)c1c(C)[nH]c(C(=O)Nc2cccc3ccccc23)c1C	14	-11	14	4	-7	·	-16	11	-4.6	1
6	Cc1ccccc1C(=O)N/N=C/c1ccc([N+](=O)[O-])s1	0	4	4	-93	1	0	7	-4	0.9	12
7	C#CCn1c(=NC(=O)c2ccccc2[N+](=O)[O-])sc2cc(S(C)(=O)=O)ccc21	-11	-29	-3	1	0	-1	33*	29	0.1	3
8	Cc1ccc(CNC(=O)CSc2nc3ccccc3c(=O)n2CCCO)cc1	-61	-16	2	-1	-3	-11	1	16	-0.5	-6
9	CC1CCN(C(=O)COC(=O)CCC(=O)c2cccs2)CC1	·	11	-11	5	-6	3	2	-11	-2.6	-3
10	Cc1ccc2nc(-c3ccc(NC(=O)CN(c4ccccc4C)S(C)(=O)=O)cc3)sc2c1	9	-20	11	51	-1	0	-7	20	-1.7	-7
11	COCCCN=C1NN=C(c2cc(C)n(Cc3ccccc3Cl)c2C)CS1	·	-40	7	15	0	53*	-11	40	-0.5	-12
12	CN1C(=O)C(O)(CC(=O)c2ccccn2)c2cc(Br)ccc21 (configuration not stated)	-2	2	6	-19	-4	8	-1	-2	0.3	-15
13	COc1ccccc1-c1nnc(SCC(=O)N2CCOCC2)o1	13	-7	-5	5	·	·	-6	7	0.1	-12
14	COc1ccc(OCC(=O)N(Cc2cccs2)C2CCS(=O)(=O)C2)cc1 (configuration not stated)	-9	-4	-7	·	-2	-7	7	4	-2.0	-7
15	Cc1ccc(/C=N/NC(=O)c2cccs2)cc1[N+](=O)[O-]	14	-25	-8	117*	-2	-2	2	25	-2.4	2
16	CCCCCSc1nnc(C)c(=O)[nH]1	-3	7	-13	1	·	1	3	-7	-1.2	-16
17	CC(C)OC(=O)c1nn2c(C(F)(F)F)cc(-c3ccc(Br)o3)nc2c1Br	29	-7	-1	-4	-1	2	-7	7	-2.4	-1
18	Cc1sc2ncn(CC(=O)NCCCN3CC(C)CC(C)C3)c(=O)c2c1S(=O)(=O)N1CC(C)CC(C)C1 (configuration not stated)	-27	12	11	-11	·	0	-4	-12	-1.6	9
19	CCN(CC)CCNC(=S)Nc1ccc2nc(N3CCCC3)cc(C)c2c1	-9	31	-5	-17	-4	66*	32*	-31	-2.8	-7
20	CC(C)(C)OC(=O)N1CCC[C@H]1C(=O)NCC1CCC(C(=O)O)CC1 (some centres not stated)	9	?	0	·	-3	-4	-4	-64	-3.0	-6
21	Cc1cc(C)c(OCC(=O)Nc2ccc(N3CCOCC3)cc2)c(Br)c1	-9	-13	-1	0	6	-1	0	13	-4.0	-4
22	c1ccc(-c2nnc(N3CCOCC3)c3ccccc23)cc1	-13	-28	-3	-7	0	-2	-12	28	-0.5	-13
23	CC(C)C[C@H](NC(=O)c1nc[nH]c1C(=O)NCC(=O)OC(C)(C)C)C(=O)OC(C)(C)C	30	11	-28	5	0	·	-7	-11	-0.2	-12
24	Cc1ccc(C(=O)C2C(c3cccs3)NC(=O)NC2(O)C(F)(F)F)cc1 (configuration not stated)	-14	0	-8	-10	4	-5	-1	0	0.5	-27
25	CCC1=NN(C(=O)COc2ccccc2)C(O)(c2ccc(Br)cc2)C1 (configuration not stated)	-3	-13	·	-6	0	-1	-6	13	-1.9	-16
26	Cc1ccc(NC(=O)c2ccn(C)n2)c(Br)c1	9	6	-7	32	17	-2	-2	-6	-0.6	2
27	CCN(CC)S(=O)(=O)c1cccc(S(=O)(=O)c2cccc(S(=O)(=O)N(CC)CC)c2)c1	-6	-64	-6	4	·	6	-11	64	-2.3	-10
28	CC(O)CNc1ccc(-c2nn(C)c(=O)c3ccccc23)cc1[N+](=O)[O-] (configuration not stated)	16	-57	4	-6	-8	0	-7	57	-2.7	-8
29	CCN1C(=O)/C(=C/C=C2\N(CC)c3cc(S(=O)(=O)N(C)C)ccc3N2c2ccccc2)SC1=S	27	·	37	-35	-2	4	91*	·	-3.6	-1
30	CNc1c(NS(=O)(=O)c2ccc(CC(C)C)cc2)c(=O)oc2ccccc12	-22	22	8	-2	-7	-1	2	-22	-2.2	-9
31	O=C(NNC(=O)C1CC(=O)N(Cc2ccccc2)C1)c1ccc(F)cc1 (configuration not stated)	·	4	-5	-2	-3	0	-2	-4	-1.3	-10
32	O=C(c1coc(=O)c(Br)c1)N1CCC(C(O)(c2ccccc2)c2ccccc2)CC1	1	8	-43	-9	-11	37	-2	-8	0.2	-16
33	CC(Cl)C(=O)NNC(=O)CNS(=O)(=O)c1ccccc1 (configuration not stated)	11	16	-4	-1	·	-3	-2	-16	-0.5	-10
34	CCCCCn1c(=O)[nH]c2cc(C(=O)NCc3ccc4c(c3)OCO4)ccc2c1=O	48	9	-10	-1	2	11	?	-9	3.3	-13
35	O=C(c1cc2c(=O)n3ccccc3nc2s1)N1CCN(Cc2ccccc2)CC1	-24	10	10	-2	0	-9	-8	-10	-2.2	-9
36	O=C(Nc1ccccc1Br)C1CCCN1S(=O)(=O)c1cccc2nsnc12 (configuration not stated)	16	10	-6	9	-6	7	-10	-10	-4.1	-16
37	O=S(=O)(c1ccc(-c2csc(-c3cccnc3)n2)cc1)N1CCOCC1	-10	-3	2	7	2	-3	-18	3	-2.6	7
38	C=CCOC(=O)C1=C(C)NC(SCC(N)=O)=C(C#N)C1c1cccs1 (configuration not stated)	6	8	-2	-3	-3	-4	-3	-8	-0.4	-20
39	CN(C)C(=O)N1CCN(C(=O)c2ccccc2Sc2ccccc2C#N)CC1	16	12	6	-2	-2	-3	-8	-12	-2.8	-2
40	C=CCn1c(SCC(=O)Nc2nc(C)cs2)nnc1C(C)NC(=O)c1ccccc1Cl (configuration not stated)	3	-33	5	·	-5	-2	-8	33	-3.6	9
41	O=C(C[C@@H]1C/C=C\C[C@H](Cc2ccc(F)cc2)C(=O)OC[C@@H](c2ccccc2)NC1=O)NCCO	6	27	2	2	-5	·	-5	-27	-1.0	7
42	Nc1c(C(=O)CSc2n[nH]c(-c3ccccc3Br)n2)c(=O)[nH]c(=O)n1C1CC1	17	8	-3	12	3	-1	?	-8	-0.8	-17
43	CCCNC(=O)C(=O)N/N=C/c1ccc(OCc2ccccc2)cc1	-7	-4	16	24	0	-3	-3	4	-1.8	4
44	O=C(CNC(=O)c1ccccc1)OCc1nnc(-c2ccc(Cl)cc2)o1	11	-8	7	4	·	-1	-3	8	-0.2	8
45	O=C(Cn1cc(C(F)(F)F)cc(Cl)c1=O)NCCc1ccccc1	21	24	-2	4	0	0	3	-24	-2.2	-2
46	COc1ccc(CC(=O)Nc2ccc(N3CCCC3)c(C)c2)cc1	16	·	3	19	10	4	-2	·	-2.3	0
47	COc1ccc(NC(=O)Cc2cccs2)cc1S(=O)(=O)N1CCCCC1	2	13	1	-2	-5	-1	-12	-13	0.1	-16
48	CC(C)[C@H](NC(=O)c1ccccc1Cl)C(=O)Nc1ccc(S(=O)(=O)Nc2nccs2)cc1	·	12	-1	-7	0	2	-8	-12	-0.5	-8
49	Cc1cc(=O)[nH]c(SCCCOc2ccccc2Cl)n1	4	22	3	20	0	-6	-5	-22	-1.4	-13
50	CCN(C(=O)c1ccccc1F)c1nc(-c2ccc(OC)cc2)cs1	8	-21	9	·	-4	-2	-8	21	0.0	-15
51	Cc1cc(N2CCOCC2)c2c(N)c(C)cc(C)c2n1	14	9	-10	18	0	2	1	-9	-2.2	-15
52	O=C(Oc1ccccc1)c1ccccc1C(=O)Oc1ccccc1	3	-17	-2	2	-3	·	4	17	0.6	10
53	COc1ccc(/C=N/NC(=O)c2ccncc2)c(C(=O)O)c1OC	-17	·	36	4	-5	-1	-7	·	-1.9	5
54	O=C(O)C1CCCN1C(=O)c1cncc(Br)c1 (configuration not stated)	11	27	-2	-3	0	-1	-6	-27	-2.5	-25
55	O=C(CN1CCN(c2ccc(C(F)(F)F)cn2)CC1)NCc1ccc2c(c1)OCO2	-5	23	0	·	2	-4	-19	-23	-0.3	-18
56	Fc1ccc(CN2CCN(c3ncccn3)CC2)cc1	·	-8	-4	11	-3	-1	-7	8	-2.4	-2
57	COc1ccc(NC(=O)c2nn(C34CC5CC(CC(C5)C3)C4)cc2[N+](=O)[O-])cc1	6	3	10	7	-2	·	8	-3	0.2	12
58	COc1cccc(CN2CC(C(=O)NCc3cccc(Cl)c3)CCC2=O)c1 (configuration not stated)	8	-5	-1	7	5	-3	-11	5	-1.0	-14
59	Cc1ccc(-n2nc3c(=O)n(CCCC(=O)NCc4ccc(F)cc4)nc(C)c3c2C)cc1	3	-54	-3	-16	-1	1	-12	54	-4.0	-9
60	NC(=O)CSCc1c(Cl)cccc1Cl	-3	19	-1	-1	-1	-2	-1	-19	-2.3	-6

# Going on with the list.
cpd	SMILES	PfHsp90 set2	SR-BI uptake up	Rtt109 HAT inh	MITF act	CAL PDZ FP-1	NSD2 HMT inh	dFosB activator	SR-BI DiI inh	CAL PDZ FP-2	PvdQ inh
61	COC(=O)c1cn[nH]c1NC(=S)Nc1ccccc1C	0	-14	-2	?	·	3	-6	14	-1.5	-38
62	CCOc1ccccc1N1CCN(C(=O)c2ccc3nc(N)sc3c2)CC1	23	-31	-3	11	-2	0	-13	31	0.4	16
63	COc1ccccc1C(=O)Nc1nnc(S(=O)(=O)N(C)Cc2ccccc2)s1	7	-16	-10	-7	-2	1	-8	16	-2.9	-8
64	CN(C)C=NC(=O)/C(C#N)=C1\CCc2ccccc2N1	-1	19	-2	30	3	3	-6	-19	·	0
65	COC(=O)C1=C(C)C(c2ccc(OC)cc2)NC(=O)N1 (configuration not stated)	6	15	5	-13	-2	3	-2	-15	-0.8	-9
